SENP7 block: SENP7 protease inhibitors, primary screen, biochemical, luminescence, uHTS | Sentrin-specific protease 7 (Homo sapiens), Q9BQF6 | recombinant SENP7, Z-RLRGG-aminoluciferin luminescence, 40 min | inhibition, % at 5 µM | 330,000 compounds, 1.5% hits | AID 434973, 2010;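 active = inhibition above about 50% at the single test dose, limit read from the data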;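 also: plate controls were DMSO with enzyme for no effect and no enzyme buffer wells for full effect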
A3G deaminase: APOBEC3G DNA deaminase inhibitors, primary screen, biochemical, fluorescence, single-stranded DNA substrate, uHTS; DNA dC->dU-editing enzyme APOBEC-3G (Homo sapiens), Q9HC16; AID 493012, 2011; recombinant A3G, ssDNA deamination FAM/TAMRA fluorescence; 330,000 compounds, 0.28% hits; inhibition, % at 20 µM;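 active = inhibition of at least 40% at 20 µM, with no more than 30% in the related APOBEC3A deaminase screen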;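 also: plate controls were DMSO wells with A3G for no effect and wells lacking A3G enzyme for full effect; some compounds called inactive have numbers as strong as hits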
Target sequence (Q9HC16 whole entry, looked up): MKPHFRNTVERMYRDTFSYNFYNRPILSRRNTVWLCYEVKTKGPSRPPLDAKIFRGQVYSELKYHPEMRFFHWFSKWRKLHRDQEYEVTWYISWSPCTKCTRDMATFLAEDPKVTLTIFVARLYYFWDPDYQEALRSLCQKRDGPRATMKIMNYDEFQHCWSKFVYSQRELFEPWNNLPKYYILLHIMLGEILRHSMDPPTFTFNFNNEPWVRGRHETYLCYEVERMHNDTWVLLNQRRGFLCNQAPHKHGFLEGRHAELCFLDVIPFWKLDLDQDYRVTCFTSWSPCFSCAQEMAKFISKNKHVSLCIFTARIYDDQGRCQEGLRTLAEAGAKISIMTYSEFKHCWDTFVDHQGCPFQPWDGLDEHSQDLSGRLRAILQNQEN
SENP8 block-1: human SENP8 protease inhibitors, primary screen, biochemical, fluorescence, Nedd8 protein substrate, uHTS. Sentrin-specific protease 8 (Homo sapiens), Q96LD8. recombinant SENP8. inhibition, % at 20 µM. 360,000 compounds, 0.64% hits. AID 602440, 2012; in the data active = inhibition mostly above about 40%, no sharp cut-off; inactive = mostly below about 27%
Target sequence (Q96LD8 whole entry, looked up): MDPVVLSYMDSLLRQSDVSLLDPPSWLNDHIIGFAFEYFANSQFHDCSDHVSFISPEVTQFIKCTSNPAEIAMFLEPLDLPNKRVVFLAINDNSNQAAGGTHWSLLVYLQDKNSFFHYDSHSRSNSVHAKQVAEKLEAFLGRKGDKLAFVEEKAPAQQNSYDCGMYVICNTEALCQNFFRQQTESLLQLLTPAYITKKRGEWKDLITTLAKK
SENP8 block-2: SENP8 protease inhibitors, primary screen, biochemical, luminescence. Sentrin-specific protease 8 (Homo sapiens), Q96LD8. purified SENP8, Z-RLRGG-aminoluciferin cleavage. inhibition, % at 10 µM. 330,000 compounds, 1.2% hits. AID 2540, 2010; in the data active = inhibition above about 50%
Apaf1 inhib: inhibitors of human Apaf-1 apoptosome, primary screen, biochemical, DEVD-Rh110 fluorescence, uHTS. reconstituted apoptosome caspase-3 activity. Apoptotic protease-activating factor 1 (Homo sapiens), O14727. 330,000 compounds, 0.71% hits. inhibition, % at 20 µM; active = inhibition of at least 40% at 20 µM;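 also: plate controls were DMSO wells for no effect and DEVD-CHO caspase inhibitor wells for full effect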
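System: Apoptosome proteins | Medium: Hepes pH 7.5 with detergent and BSA | Also added: Cytochrome c trigger plus (Z-DEVD)2-Rh110 caspase-3 substrate | Incubation: 30 min compound preincubation, 50 min activation, room temperature | Detection: Rhodamine 110 fluorescence at Ex 480/Em 540 nm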
SENP6 block: SENP6 protease inhibitors, primary screen, biochemical, luminescence, uHTS; Sentrin-specific protease 6 (Homo sapiens), Q9GZR1; inhibition, % at 10 µM; Recombinant SENP6 catalytic domain, aminoluciferin luminescence; 330,000 compounds, 1.8% hits;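 active = inhibition above about 50% at the single tested dose, limit read from the data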;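 also: plate controls were DMSO wells with enzyme for no effect and DMSO wells lacking enzyme for full effect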
UBC13 polyUb: UBC13 polyubiquitin chain formation inhibitors, primary screen, biochemical, TR-FRET, uHTS | Ubiquitin-conjugating enzyme E2 N (Homo sapiens), P61088 | inhibition, % at 20 µM | 330,000 compounds, 0.47% hits | AID 485273, 2010; in the data active = inhibition above about 45%, passing the limit was not always enough; inconclusive = no clear call, values can overlap the other calls
Target sequence (P61088 whole entry, looked up): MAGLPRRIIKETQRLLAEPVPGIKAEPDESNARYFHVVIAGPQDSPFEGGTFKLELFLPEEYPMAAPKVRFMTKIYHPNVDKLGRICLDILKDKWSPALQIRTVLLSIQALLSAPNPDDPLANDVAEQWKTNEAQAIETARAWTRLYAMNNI
SENP1 inh: human SENP1 catalytic domain inhibitors, primary screen, biochemical, FRET, uHTS; recombinant SENP1 catalytic domain, CyPet-SUMO1-YPet FRET cleavage; inhibition, % at 10 µM; 360,000 compounds, 0.21% hits; AID 624204, 2012;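 active = inhibition at least 30% at 10 µM, raw YFP signal under a set limit, fluorescence ratio 0.5 to 1.5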;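 also: 0% = enzyme with DMSO and 100% = no enzyme wells; some results filed as inactive read as strong as hits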
Target sequence (Q9P0U3 419-644 limits assumed): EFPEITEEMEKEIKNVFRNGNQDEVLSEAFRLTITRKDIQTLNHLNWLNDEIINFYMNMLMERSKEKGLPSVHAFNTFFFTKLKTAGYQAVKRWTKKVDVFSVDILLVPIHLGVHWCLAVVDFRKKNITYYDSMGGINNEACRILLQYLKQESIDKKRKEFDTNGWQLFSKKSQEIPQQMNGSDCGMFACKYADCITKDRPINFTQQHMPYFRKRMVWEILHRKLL
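Test system: hSENP1 catalytic domain, recombinant; Amount: 20 pM final SENP1 enzyme; Medium: Tris pH 8 buffer plus EDTA, NaCl, BME, BSA, NP40, catalase; Schedule: 50 min enzyme reaction, room temperature, light-protected; Technique: FRET fluorescence in CFP and YFP emission channels; Controls: no-enzyme wells low, DMSO-plus-enzyme wells high control.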
An asterisk follows results filed as active; i = inactive; ? = inconclusive.

SMILES	SENP7 block	A3G deaminase	SENP8 block-1	SENP8 block-2	Apaf1 inhib	SENP6 block	UBC13 polyUb	SENP1 inh
Cc1csc(N(C(=O)c2cccc(S(=O)(=O)N(C)C)c2)c2ccccc2)n1	0	-3	3	7	5	5	-5	-1
O=S(=O)(c1ccc(Cl)cc1)n1c(Cc2ccccc2)nc2ccccc21	5	-5	7	-2	-4	-11	7	5
CCOC(=O)c1c(C)[nH]c(C)c1C(=O)CN1C(=O)NC2(CCCCCC2)C1=O	-6	-6	4	-8	15	-16	4	-2
COc1cc(OC)cc(C(=O)OCC(=O)NCc2ccc3c(c2)OCO3)c1	3	-3	-58	-1	0	8	6	5
O=C(/C(=C(\[O-])c1ccccc1)[n+]1ccc2ccccc2c1)c1ccc(Cl)cc1	18	4	46*	11	14	11	-6	1
COc1cccc(C(=O)OC2CCN(C)CC2)c1	1	-2	12	1	-5	4	-6	1
COCCN(C(=O)COC(=O)c1ccc(Cl)nc1)c1c(N)n(Cc2ccccc2)c(=O)[nH]c1=O	0	-6	1	7	2	15	4	-1
O=C(N/N=C/c1ccc(-c2cccc(C(F)(F)F)c2)o1)c1ccccc1O	4	-5	-410	-5	9	-17	-13	-3
O=C(NCc1ccccn1)c1ccccc1OCc1ccc(Cl)cc1Cl	-9	-10	8	-17	22	-20	17	2
CCOC(=O)C1=C(C)N=c2s/c(=C\c3ccc(O)c([N+](=O)[O-])c3)c(=O)n2C1c1ccccc1OC (stereo unspecified)	0	-1	35	5	15	6	-209	22
CCOC(=O)Cc1nnc(-c2ccccc2)o1	-6	-5	-5	6	-4	-3	1	-3
CC(C)(C)OC(=O)N/N=C/c1cccc([N+](=O)[O-])c1	-8	-6	19	-7	3	-7	0	4
Cn1c(N)c(C(=O)COC(=O)c2cc(-c3ccco3)nc3ccccc23)c(=O)n(C)c1=O	-5	18	i	5	0	-27	9	-18
Fc1cccc(Nc2nc(Cl)nc(Cl)n2)c1	5	-1	17	-10	-9	-2	5	0
CCCCCCCCCCCCS[C@H]1CS(=O)(=O)C[C@@H]1O	-5	-7	15	-7	14	-7	6	2
Cc1nn(CCC(=O)NNC(=S)NCC(C)C)c(C)c1Br	3	-6	12	-2	-21	14	16	1
CC1=C(C)C(c2ccccc2)NC(=S)N1 (stereo unspecified)	0	0	17	0	-1	-2	2	1
CCCCc1nc2ccc(S(=O)(=O)O)cc2[nH]1	1	-3	11	3	-13	-13	6	2
CC1CCCCC1NC(=O)c1ccc(-n2cncn2)c([N+](=O)[O-])c1 (stereo unspecified)	6	4	-4	-2	4	-5	-5	-1
O=C1CSC(c2cccc([N+](=O)[O-])c2)N1c1c(F)cccc1F (stereo unspecified)	1	-3	8	-2	5	7	3	1
COc1cc(NC(=O)C2CC(c3cccc(OC)c3OC)=NO2)cc(OC)c1OC (stereo unspecified)	6	2	4	-5	5	-10	-1	1
O=C(CCN1C(=O)c2ccccc2C1=O)NCc1ccc(F)cc1	-6	-5	28	4	-10	0	-9	1
CC1(C)CC(=O)c2ccc(OCc3ccc([N+](=O)[O-])cc3)cc2O1	-9	-7	35	-18	5	-29	10	2
O=C(NCc1cccnc1)c1ccc(Br)o1	-3	-9	-12	9	7	-2	4	-1
O=C(O)c1cccnc1C(=O)N1CCc2c([nH]c3ccccc23)C1C(F)(F)F (stereo unspecified)	13	-4	14	0	-10	-13	?	1
O=C(O)COCCN1CCN(C(c2ccccc2)c2ccc(Cl)cc2)CC1 (stereo unspecified)	-1	-3	18	3	-6	-10	4	-1
COc1ccc(CNC(=O)C(=O)NC2CCC(C)CC2)cc1 (stereo unspecified)	1	2	12	3	-8	19	2	3
O=C(COC(=O)C1CCN(S(=O)(=O)c2cccs2)CC1)Nc1ccccc1	-6	-8	9	-10	8	-12	-4	0
O=C(c1ccc(NS(=O)(=O)c2ccc3[nH]c(=O)[nH]c3c2)cc1)N1CCN(c2ccccc2)CC1	-10	-9	4	-3	-4	-7	-17	-2
CC1=C(C)CC2(SC1)C(=O)N(c1ccccc1)N=C2N (stereo unspecified)	-19	2	13	-19	-1	-24	-5	-3
CSCC[C@H](N)C(=O)N1CCC(C(=O)N[C@@H](Cc2c[nH]c3ccccc23)C(=O)O)CC1	-11	-1	5	2	0	-28	0	2
CCOC(=O)NC(=O)c1cn(CCN(C)C)c(=O)[nH]c1=O	-1	-5	9	-2	-10	-1	2	2
Cc1cc(NC(=O)CSCC(=O)OCC(=O)c2cccc(Br)c2)no1	2	5	-30	3	0	-3	-24	-2
O=C(COC(=O)/C=C/c1ccccc1Cl)Nc1cccnc1Cl	9	1	13	4	9	-11	-3	3
CCCc1cc(Nc2ccccc2)n2ncnc2n1	-12	-4	12	-2	-2	-14	1	0
Cc1cccnc1NC(=O)CSc1nnc(CNC(=O)c2cccc([N+](=O)[O-])c2)n1C	-1	-5	7	-1	-2	-11	6	0
O=C(Nc1c(F)cc(F)cc1Br)c1cc(-c2ccc(O)cc2)on1	-9	-8	11	-13	13	-1	10	4
CC1(C)CC(NC(=O)C23CCC(C)(C2Br)C3(C)C)CC(C)(C)N1 (stereo unspecified)	-9	-3	25	-15	-26	-15	5	0
Cc1ccsc1C(=O)N1CCN(c2ccccn2)CC1	8	0	6	-7	-1	-5	-2	3
CC(C)NCC(O)COCc1ccc(Cl)cc1 (stereo unspecified)	4	-8	4	5	-27	-12	3	0
Cc1nc(-c2ccc(O)c(O)c2)cs1	8	1	35	1	3	-4	4	-3
CCc1cccc(C)c1NC(=O)C(c1ccc(O)cc1)N1CCC1=O (stereo unspecified)	2	15	17	1	12	-25	-5	1
CCOc1ccc(NC(=O)COC(=O)C23CC4CC(CC(C4)C2)C3)c([N+](=O)[O-])c1	4	-1	23	1	8	12	11	4
FC(F)Sc1ccc(NC(=S)NC2CCC(NC(=S)Nc3ccc(SC(F)F)cc3)CC2)cc1 (stereo unspecified)	-9	-5	21	-6	12	-7	-6	-1
Cc1ccccc1Sc1ncnc2onc(C)c12	-5	-5	22	-10	-1	-3	4	1
CC1CN(C(=O)c2cc(S(=O)(=O)N3CCN(c4ccccc4)CC3)ccc2Cl)CC(C)O1 (stereo unspecified)	1	-11	-2	2	10	5	-1	1
CC1(c2ccccc2)CC(c2ccccc2)=Nc2nonc2N1 (stereo unspecified)	5	-1	20	2	5	17	-1	0
Cc1cc(C)c2sc(N(CCCN(C)C)C(=O)c3ccc(S(=O)(=O)N(C)C4CCCCC4)cc3)nc2c1	-6	-6	10	0	40*	1	58*	-1
COc1ccc(-n2nc3c(c2NC(=O)CBr)CSC3)cc1	11	0	3	-2	11	10	2	-1
Cc1ccc(OCC(=O)N2CCc3ccccc32)c([N+](=O)[O-])n1	5	-4	13	9	4	19	-13	5

(next part)
SMILES	SENP7 block	A3G deaminase	SENP8 block-1	SENP8 block-2	Apaf1 inhib	SENP6 block	UBC13 polyUb	SENP1 inh
CN(c1ccccc1C(=O)NC1CC2CCC1C2)S(=O)(=O)c1ccccc1 (stereo unspecified)	7	-2	24	-2	12	-3	2	1
Cc1ccc(/C(N)=N/OC(=O)Cc2cccc3ccccc23)cc1	-2	0	17	-5	6	-9	11	5
c1cncc(-c2nc(NCCCn3ccnc3)c3ccccc3n2)c1	-7	-7	-57	-11	4	-5	-10	-1
COc1ccc(C(=O)n2nc(C)c(Br)c2C)cc1	7	2	5	-3	6	1	9	6
CCOC(=O)C1CCCNC1=O (stereo unspecified)	8	-6	18	-4	-12	4	-2	2
Cc1ccc(S(=O)(=O)/N=C(/c2ccc(F)cc2)N2CCCCC2)cc1	5	-9	8	0	-9	0	-5	0
Cn1cc(C(=O)N/N=C/c2cccc(O)c2)ccc1=O	-1	-8	3	2	-4	3	2	1
COc1cc(C2C(C#N)=C(N)Oc3c2c(-c2ccccc2)nn3-c2ccccc2)cc(OC)c1OC (stereo unspecified)	11	-1	-128	-1	16	9	-6	-1
Cn1nnnc1Sc1c(Cl)cccc1[N+](=O)[O-]	-6	-3	10	-6	-11	-13	-1	1
COc1ccc(-c2ccnc(-c3ccc(O)cc3)n2)cc1	5	-3	4	-2	1	8	10	1
FC(F)(F)c1cccc(CN2CCSCC2)c1	-7	-9	4	-3	-17	-38	2	2
Cc1ccccc1NC(=O)NCCCN1CCN(C)CC1	-13	-13	28	-7	12	-17	-5	2

Among those listed so far, 10 have a Cl atom:
SMILES	SENP7 block	A3G deaminase	SENP8 block-1	SENP8 block-2	Apaf1 inhib	SENP6 block	UBC13 polyUb	SENP1 inh
O=S(=O)(c1ccc(Cl)cc1)n1c(Cc2ccccc2)nc2ccccc21	5	-5	7	-2	-4	-11	7	5
O=C(/C(=C(\[O-])c1ccccc1)[n+]1ccc2ccccc2c1)c1ccc(Cl)cc1	18	4	46*	11	14	11	-6	1
COCCN(C(=O)COC(=O)c1ccc(Cl)nc1)c1c(N)n(Cc2ccccc2)c(=O)[nH]c1=O	0	-6	1	7	2	15	4	-1
O=C(NCc1ccccn1)c1ccccc1OCc1ccc(Cl)cc1Cl	-9	-10	8	-17	22	-20	17	2
Fc1cccc(Nc2nc(Cl)nc(Cl)n2)c1	5	-1	17	-10	-9	-2	5	0
O=C(O)COCCN1CCN(C(c2ccccc2)c2ccc(Cl)cc2)CC1 (stereo unspecified)	-1	-3	18	3	-6	-10	4	-1
O=C(COC(=O)/C=C/c1ccccc1Cl)Nc1cccnc1Cl	9	1	13	4	9	-11	-3	3
CC(C)NCC(O)COCc1ccc(Cl)cc1 (stereo unspecified)	4	-8	4	5	-27	-12	3	0
CC1CN(C(=O)c2cc(S(=O)(=O)N3CCN(c4ccccc4)CC3)ccc2Cl)CC(C)O1 (stereo unspecified)	1	-11	-2	2	10	5	-1	1
Cn1nnnc1Sc1c(Cl)cccc1[N+](=O)[O-]	-6	-3	10	-6	-11	-13	-1	1

Source: PubChem BioAssay
